Assay outcomes from PubChem.
RT RNaseH block: HIV-1 RT RNase H inhibitors, primary screen, biochemical, fluorescence; inhibition, % at 10 µM; Gag-Pol polyprotein (Human immunodeficiency virus type 1 group M subtype B (isolate …; actives 1.9% (n = 65,000); RT-RNase H RNA/DNA duplex cleavage; in the data active means inhibition above about 50%
RmlC RmlD mix: RmlC and RmlD coupled enzyme inhibitors, primary screen, biochemical, 384-well, compound mixtures, retest; RmlC/RmlD coupled enzyme inhibition, 384-well mixture HTS; inhibition, % at 5.5 µM; actives 0.39% (n = 110,000); in the data active means inhibition above about 30%, passing the limit was not always enough; inconclusive means no clear call, values can overlap the other calls; further: strong numbers were not always called active
* hit, by the source's call. Not all compounds are listed, so the mix of outcomes need not match the whole.

Results for Cc1c(N=Cc2c(O)n(CCc3ccc(F)cc3)c(=O)[nH]c2=O)c(=O)n(-c2ccccc2)n1C ?
RT RNaseH block: 8; RmlC RmlD mix: 1

How did O=C(NC1CCCCC1)N1CCCC(c2nc(-c3cccs3)no2)C1 (centres undefined) do in these assays?
RmlC RmlD mix: -10

Results for Cc1[nH]nc2c1C1(C(=O)N(Cc3ccc(Cl)cc3)c3ccccc31)C(C#N)=C(N)O2 (centres undefined) ?
RT RNaseH block: 3; RmlC RmlD mix: 10

How did C/C(CC(=O)Nc1cc(Cl)ccc1Cl)=N\NC(=O)c1ccco1 do in these assays?
RmlC RmlD mix: 2

What do the screens show for `O=C(NCc1ccccn1)[C@H]1C[C@@H]1[C@H](NP(=O)(c1ccccc1)c1ccccc1)c1ccccc1`?
RmlC RmlD mix: -16

What do the screens show for `COCCNCCOCCOc1ccc(Cl)c(C)c1`?
RmlC RmlD mix: -5

What do the screens show for `O=C(c1ccccc1)N1CCC(=O)N(C(CO)Cc2ccccc2)CC1` (centres undefined)?
RmlC RmlD mix: 2

What do the screens show for `CCOC(=O)C1CCCN(Cc2nc(N)nc(Nc3ccc(C)cc3)n2)C1` (centres undefined)?
RT RNaseH block: -3; RmlC RmlD mix: -10

How did COc1ccc2c(c1)c1nnc(SCC(=O)N3C(C)CCCC3C)nc1n2C (centres undefined) do in these assays?
RT RNaseH block: -4; RmlC RmlD mix: -4

How did CCOc1ccc(OC(=O)c2cccnc2)cc1 do in these assays?
RT RNaseH block: -2; RmlC RmlD mix: 10

How did Cc1ccc(-n2c(Cc3cccn3C)nnc2SCC(=O)NCc2ccc3c(c2)OCO3)cc1 do in these assays?
RT RNaseH block: -7; RmlC RmlD mix: -8

Results for COc1cccc(C2CC(c3ccc(F)cc3)Nc3nc(N)nn32)c1 (centres undefined) ?
RT RNaseH block: -2; RmlC RmlD mix: -9

Results for COc1ccc(C2C(C(=O)N3CCOCC3)c3ccccc3C(=O)N2c2ccc(OC)cc2)cc1 (centres undefined) ?
RT RNaseH block: -17; RmlC RmlD mix: 8

How did Cc1cc(NC(=O)CCS(=O)(=O)c2nc(-c3ccccc3)cc(C(F)(F)F)n2)no1 do in these assays?
RT RNaseH block: -14; RmlC RmlD mix: 5

What do the screens show for `O=C(Nc1ccc(N2CCOCC2)cc1)c1ccc2nc(-c3ccco3)c(-c3ccco3)nc2c1`?
RT RNaseH block: 91*; RmlC RmlD mix: 0

How did CCSc1nc(N2CCOCC2)c2ccccc2n1 do in these assays?
RT RNaseH block: -14

What do the screens show for `O=C(CN1C(=O)c2ccccc2S1(=O)=O)NC1CCCCCC1`?
RT RNaseH block: -3; RmlC RmlD mix: -15

Results for Cn1ncc(C#N)c1NC(=O)c1nn2cccnc2c1Cl ?
RT RNaseH block: -7; RmlC RmlD mix: -5

What do the screens show for `CC(C)CNS(=O)(=O)c1ccc(CCC(=O)N2CCOCC2)cc1`?
RT RNaseH block: 0; RmlC RmlD mix: 10

How did CCC(C)(C(=O)NC1CCCCC1)N(C)C(=O)c1ccccn1 (centres undefined) do in these assays?
RT RNaseH block: -1; RmlC RmlD mix: -4

Reprinted from the part before: two entries; new compounds follow.
What do the screens show for `CC(C)CNS(=O)(=O)c1ccc(CCC(=O)N2CCOCC2)cc1`?
RT RNaseH block: 0; RmlC RmlD mix: 10

How did CCC(C)(C(=O)NC1CCCCC1)N(C)C(=O)c1ccccn1 (centres undefined) do in these assays?
RT RNaseH block: -1; RmlC RmlD mix: -4

Results for CCn1cc(C(=O)NCCCN(C)C)c(=O)c2cc(F)c(N3CCN(C)CC3)cc21 ?
RT RNaseH block: 0; RmlC RmlD mix: 3

Results for C=CCc1ccc(OCC(O)CN2CCCCC2C)c(OC)c1 (centres undefined) ?
RT RNaseH block: 2; RmlC RmlD mix: -8

What do the screens show for `Clc1ccc(CSc2snnc2-c2ccccc2)cc1`?
RmlC RmlD mix: -2

What do the screens show for `CCOc1cc(C2NC(=O)NC(O)(C(F)(F)F)C2C(=O)c2ccccc2)ccc1OC` (centres undefined)?
RT RNaseH block: 4; RmlC RmlD mix: -3

Results for CC12CCC(C/C1=N/O)C2(C)C (centres undefined) ?
RmlC RmlD mix: -16

Results for CCOc1ccc(NC(=O)CCC(=O)n2nc(C)cc2C)cc1 ?
RT RNaseH block: 13; RmlC RmlD mix: -7

How did COCCCNC(=O)C(C#N)c1nc2ccccc2nc1N1CCCC1 (centres undefined) do in these assays?
RT RNaseH block: 11; RmlC RmlD mix: -3

What do the screens show for `COC(=O)NCc1cccc(CNC(=O)OC)c1`?
RT RNaseH block: -42; RmlC RmlD mix: 4

How did COc1ccc(-c2cccc(C3CC=CC4C3C(=O)N(Cc3ccccc3)C4c3cc(C)ccc3F)c2)cc1 (centres undefined) do in these assays?
RmlC RmlD mix: -7

How did CC1CCCCN1CCNC(=O)CC1Oc2ccccc2NC1=O (centres undefined) do in these assays?
RT RNaseH block: -9; RmlC RmlD mix: 5

How did O=C(Nc1cnn(Cc2ccc(Cl)cc2)c1)c1cnccn1 do in these assays?
RT RNaseH block: -12; RmlC RmlD mix: 6

What do the screens show for `Cn1c(NC(=O)Cc2cccs2)cc(=O)n(C)c1=O`?
RT RNaseH block: -6; RmlC RmlD mix: -13

How did CCOC(=O)c1c(C)oc2cc(Br)c(OCC(N)=O)cc12 do in these assays?
RmlC RmlD mix: 5

Results for O=C(OCCOCCN=C1NS(=O)(=O)c2ccccc21)C1CC(=O)N(c2ccccc2)C1 (centres undefined) ?
RT RNaseH block: -12; RmlC RmlD mix: 10

What do the screens show for `CC(=O)c1cnc2cc(-c3ccccc3)nn2c1C`?
RT RNaseH block: -7; RmlC RmlD mix: -6

What do the screens show for `COc1ccc(S(=O)(=O)Nc2cc(C)c(O)c(S(=O)(=O)c3ccccc3)c2)cc1`?
RT RNaseH block: -2; RmlC RmlD mix: 5

Results for CN1C(=O)C(Cc2cccc3ccccc23)C(=O)N(C)C1=O ?
RT RNaseH block: -3; RmlC RmlD mix: 8

What do the screens show for `O=C(c1ccncc1)N1CCN(c2cccc(C(F)(F)F)c2)CC1`?
RmlC RmlD mix: 6

How did CC(C)C1Cc2c(C#N)c(N)sc(=S)c2CO1 (centres undefined) do in these assays?
RT RNaseH block: 21; RmlC RmlD mix: -6

Results for COc1ccc(C(=O)NCc2nnc(SCC(=O)Nc3cc(C)cc(C)c3)o2)cc1OC ?
RT RNaseH block: -23; RmlC RmlD mix: -2

Two consecutive compounds already listed, quoted:
What do the screens show for `O=C(c1ccncc1)N1CCN(c2cccc(C(F)(F)F)c2)CC1`?
RmlC RmlD mix: 6

How did CC(C)C1Cc2c(C#N)c(N)sc(=S)c2CO1 (centres undefined) do in these assays?
RT RNaseH block: 21; RmlC RmlD mix: -6

New compounds follow:
Results for COC(=O)c1ccccc1NC(=S)NC(=O)C1CC1 ?
RmlC RmlD mix: -8

Results for CCCCCC/C(=N\NS(C)(=O)=O)c1ccccc1 ?
RmlC RmlD mix: 4

How did O=S1(=O)c2cccc3cccc(c23)N1Cc1nnc(-c2ccccc2Br)o1 do in these assays?
RT RNaseH block: -15; RmlC RmlD mix: -7

How did O=C(NCc1ccccn1)c1ccc2ccccc2n1 do in these assays?
RT RNaseH block: -10; RmlC RmlD mix: -8

Results for Cc1nnc(N(C(=O)c2cnccn2)c2ccccc2)s1 ?
RT RNaseH block: -6; RmlC RmlD mix: 4

How did CN1CCN(c2ccc(C=O)cc2)CC1 do in these assays?
RmlC RmlD mix: 8

How did CC(=O)Nc1ccc(NC(=O)COC(=O)Cc2cccs2)cc1 do in these assays?
RmlC RmlD mix: -7

How did COC(=O)CC[C@@H](C(=O)O)N1C(=O)c2ccccc2C1=O do in these assays?
RT RNaseH block: -18; RmlC RmlD mix: 3

What do the screens show for `CCN(CC)CCCN=Cc1c(O)n(Cc2ccccc2)c(=O)c2ccccc12`?
RmlC RmlD mix: 29

What do the screens show for `Cc1noc(C(=O)Nc2c(C)n(C)n(-c3ccccc3)c2=O)c1Cl`?
RT RNaseH block: -1; RmlC RmlD mix: 12

Results for O=C(C1=C[C@@H](c2coc3ccccc3c2=O)C[C@@H](OCCCCO)O1)N1CCN(Cc2ccccc2)CC1 ?
RmlC RmlD mix: -11

How did COc1ccc(C(=S)N2CCN(C)CC2)cc1 do in these assays?
RmlC RmlD mix: -13

Results for COC(=O)c1ccc(NC(=O)CN(Cc2ccc(Cl)cc2)S(C)(=O)=O)cc1 ?
RmlC RmlD mix: 5

Results for O=C(CSc1nc2ccccc2c(=O)n1-c1ccccc1)NCc1ccc2c(c1)OCO2 ?
RmlC RmlD mix: -17

How did N#Cc1c(-c2ccc(Cl)cc2)nc2n(c1=O)CCCS2 do in these assays?
RmlC RmlD mix: 2

How did COc1ccc(OC)c(NC2=NC3(CCCCC3)N=C(N)N2)c1 do in these assays?
RT RNaseH block: 7; RmlC RmlD mix: 5

Results for COc1cc(OC)c(OC)cc1CN1CCN(S(=O)(=O)c2ccc(F)cc2)CC1 ?
RmlC RmlD mix: -15

What do the screens show for `O=C(NC1CCCCC1)C(c1ccc2ncccc2c1)N(Cc1ccccc1)C(=O)c1ccc2c(c1)OCCO2` (centres undefined)?
RmlC RmlD mix: -2

Results for CCCC/C=C/[C@H](c1ccccc1)[C@H](CO)Cc1cccnc1 ?
RmlC RmlD mix: 6

What do the screens show for `Clc1ccccc1-c1nn2c(COc3ccccc3)nnc2s1`?
RT RNaseH block: -2; RmlC RmlD mix: -8

What do the screens show for `CCSc1ncc(/C=N/Nc2ccc([N+](=O)[O-])cc2)n1C`?
RmlC RmlD mix: -11

What do the screens show for `CCN1CCN(c2ncnc3c2nnn3Cc2ccccc2)CC1`?
RT RNaseH block: -12; RmlC RmlD mix: 8

How did Cc1cccc(N2CCN(C(=O)CCc3nc4ccccc4[nH]3)CC2C)c1 (centres undefined) do in these assays?
RmlC RmlD mix: 9

What do the screens show for `Cc1cccc(NC(=O)c2ccc(-n3ccnc3)nc2)c1`?
RmlC RmlD mix: 10

Results for Cc1cc(=O)oc(C)c1C(=O)OCC(=O)c1ccc(Cl)cc1 ?
RmlC RmlD mix: 3

How did Cc1cc(Br)ccc1NC(=O)CCSc1ccccc1 do in these assays?
RmlC RmlD mix: -5

How did CN1C(=O)CS(=O)c2ccc(C(=O)NCCC3=CCCCC3)cc21 (centres undefined) do in these assays?
RT RNaseH block: -13; RmlC RmlD mix: 6

What do the screens show for `CCn1cnc2c1c(=O)n(CC(=O)Nc1cc(C)on1)c(=O)n2Cc1ccccc1`?
RT RNaseH block: -5; RmlC RmlD mix: -5

What do the screens show for `Cc1ccc2c(c1)nc(NCCO)n2C`?
RT RNaseH block: -3; RmlC RmlD mix: inactive

How did Cc1ccc2c(c1)C(=O)CC1(CCCCCC1)O2 do in these assays?
RmlC RmlD mix: -21

Results for COc1ccc(N2C(=O)C3CC(C)=C(C)CC3C2=O)c(OC)c1 (centres undefined) ?
RT RNaseH block: -1; RmlC RmlD mix: 8

What do the screens show for `Cc1cc(C)c2c3c(cn2n1)c(=O)n(C)c(=O)n3C`?
RmlC RmlD mix: -11

Results for COc1ccccc1N1CCN(Cc2ccco2)CC1 ?
RT RNaseH block: -5; RmlC RmlD mix: 5

How did CCNC(=O)N1CCNC(=O)C1CC(=O)Nc1ccc(C(=O)OCC)cc1 (centres undefined) do in these assays?
RT RNaseH block: -11; RmlC RmlD mix: 9

What do the screens show for `CCOc1nnc(C)c2c(C)n(-c3ccc(Cl)cc3)nc12`?
RmlC RmlD mix: -9

Results for S=c1[nH]nc(-c2ccncc2)n1CC1CCCO1 (centres undefined) ?
RT RNaseH block: 25; RmlC RmlD mix: 8

How did CCCCOc1ccc(CSc2nncn2N)cc1 do in these assays?
RT RNaseH block: -15; RmlC RmlD mix: -9

How did Cc1[nH]c2ccccc2c1CCC(N)=O do in these assays?
RT RNaseH block: 2; RmlC RmlD mix: 9

What do the screens show for `O=C(Nc1sc2c(c1C(=O)O)CCC2)c1ccco1`?
RmlC RmlD mix: 15

How did COc1cccc(-c2nnc3sc(-c4cccs4)nn23)c1 do in these assays?
RT RNaseH block: -11; RmlC RmlD mix: 9

Arranged by molecular weight (highest first): 4 of the compounds above.
How did CCNC(=O)N1CCNC(=O)C1CC(=O)Nc1ccc(C(=O)OCC)cc1 (centres undefined) do in these assays?
RT RNaseH block: -11; RmlC RmlD mix: 9

How did Cc1cccc(N2CCN(C(=O)CCc3nc4ccccc4[nH]3)CC2C)c1 (centres undefined) do in these assays?
RmlC RmlD mix: 9

Results for Cc1cc(=O)oc(C)c1C(=O)OCC(=O)c1ccc(Cl)cc1 ?
RmlC RmlD mix: 3

Results for S=c1[nH]nc(-c2ccncc2)n1CC1CCCO1 (centres undefined) ?
RT RNaseH block: 25; RmlC RmlD mix: 8

The main list resumes, starting three compounds before the break.
How did Cc1[nH]c2ccccc2c1CCC(N)=O do in these assays?
RT RNaseH block: 2; RmlC RmlD mix: 9

What do the screens show for `O=C(Nc1sc2c(c1C(=O)O)CCC2)c1ccco1`?
RmlC RmlD mix: 15

How did COc1cccc(-c2nnc3sc(-c4cccs4)nn23)c1 do in these assays?
RT RNaseH block: -11; RmlC RmlD mix: 9

Results for Cc1nn(Cc2c(Cl)cccc2Cl)c(C)c1C(=O)NCc1ccc(C)n1C ?
RmlC RmlD mix: 7

How did O=C1CC(c2ccc(F)cc2)CC(O)=C1C=NCCN1CCN(C(=O)Nc2ccccc2)CC1 (centres undefined) do in these assays?
RT RNaseH block: -16

Results for CCOC(=O)/C=C/S(=O)(=O)c1ccc(NC(C)=O)cc1 ?
RT RNaseH block: 50*; RmlC RmlD mix: inconclusive

How did C(=N\N1CCN(C2c3ccccc3-c3ccccc32)CC1)/c1cccs1 do in these assays?
RmlC RmlD mix: 6
